NPY2 pot ag – potentiators or agonists of human neuropeptide Y receptor Y2. P49146. activation, % at 3.6 µM. cells expressing NPY-Y2, potentiator/agonist read-out. AID 1359. hit rate 0.45% among 220,000; in the data active = activation above about 27%;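 note: cells stimulated with NPY near EC25 plus isoproterenol at EC100; 0% = vehicle plus submaximal agonist and 100% = vehicle plus saturating agonist; some results beyond the cut were filed as inactive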
NPY-Y1 antag – blocks the human neuropeptide Y Y1 receptor. P25929. HEK293-CNG Y1 cells, membrane potential fluorescence; NPY at EC95, then isoproterenol. inhibition, % at 3.6 µM. hit rate 1% among 200,000. AID 1040;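 active = inhibition above the campaign mean inhibition of all tested compounds plus 3 SD, cut at about 20% in these data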;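 note: 0% = DMSO wells given NPY plus isoproterenol and 100% = isoproterenol alone without NPY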
Target sequence (P25929 whole entry, looked up): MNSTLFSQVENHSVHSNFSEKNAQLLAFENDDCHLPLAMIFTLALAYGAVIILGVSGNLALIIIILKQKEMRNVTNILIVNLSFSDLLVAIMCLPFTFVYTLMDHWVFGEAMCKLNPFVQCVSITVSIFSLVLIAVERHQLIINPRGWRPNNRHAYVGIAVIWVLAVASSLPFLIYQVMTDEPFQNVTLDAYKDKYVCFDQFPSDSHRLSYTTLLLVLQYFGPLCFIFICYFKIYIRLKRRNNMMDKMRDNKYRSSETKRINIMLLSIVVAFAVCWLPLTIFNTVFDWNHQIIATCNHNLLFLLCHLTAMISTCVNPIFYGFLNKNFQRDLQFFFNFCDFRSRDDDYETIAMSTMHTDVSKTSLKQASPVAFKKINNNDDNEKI
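Material: HEK293 cells co-expressing NPY Y1 receptor and cyclic-nucleotide gated channel. Timing: compound incubation 1 h at room temperature, readout 45 min post-stimulation. Signal: fluorescence, membrane potential probe.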
S1P4 ag – human S1P4 receptor agonism | O95977 | S1P4-expressing cell line, agonist reporter assay | activation, % at 4.98 µM | hit rate 0.35% among 220,000 | AID 1509; in the data active = activation above about 11%;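 note: 0% = DMSO vehicle and 100% = reference agonist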
eIF4E 4G PPI – blocks eIF4E binding to eIF4G; TR-FRET eIF4E-eIF4GI(517-606) binding, 2 h; inhibition, % at 21.7 µM; hit rate 0.37% among 220,000; AID 782;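 active = inhibition above about 30%, limit read from the data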;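 note: 0% = full FRET control wells and 100% = background wells lacking eIF4GI fragment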
p97 inhibitor – inhibitors of human p97 ATPase. P55072. recombinant p97 ATPase, Kinase-Glo ATP luminescence, 3 h. inhibition, % at 8 µM. hit rate 0.42% among 220,000. AID 1481; in the data active = inhibition above about 15%;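 note: 0% = DMSO vehicle and 100% = wells lacking enzyme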
NPY-Y1 PAM-ag – human NPY-Y1 potentiation or agonism, primary screen. NPY-Y1 expressing cells, potentiator/agonist activation. activation, % at 3.6 µM. hit rate 0.37% among 220,000. P25929; in the data active = activation above about 33%, passing the limit was not always enough;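 note: cells stimulated with NPY at EC10 then isoproterenol at EC100; 0% = low agonist plus stimulus and 100% = saturating agonist plus stimulus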
S1P4 antagonist – antagonists of human S1P4 receptor; hit rate 0.26% among 220,000; inhibition, % at 4.98 µM; S1P4-expressing cells, antagonist mode, reporter read-out; O95977; in the data active = inhibition above about 29%;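 note: 0% = wells stimulated with agonist and 100% = vehicle wells without agonist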
PGE2 EP2 inh – inhibitors of human EP2 prostaglandin E2 receptor; P43116; C6 glioma cells expressing human EP2, cAMP TR-FRET; cells stimulated with saturating PGE2; inhibition, % at 25 µM; hit rate 0.52% among 260,000;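 active = percent inhibition above 40 after rounding to a whole number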;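 note: rat C6 glioma host cells with rolipram phosphodiesterase inhibitor present; the protocol text gives 20 µM as final concentration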
Target sequence (P43116 whole entry, looked up): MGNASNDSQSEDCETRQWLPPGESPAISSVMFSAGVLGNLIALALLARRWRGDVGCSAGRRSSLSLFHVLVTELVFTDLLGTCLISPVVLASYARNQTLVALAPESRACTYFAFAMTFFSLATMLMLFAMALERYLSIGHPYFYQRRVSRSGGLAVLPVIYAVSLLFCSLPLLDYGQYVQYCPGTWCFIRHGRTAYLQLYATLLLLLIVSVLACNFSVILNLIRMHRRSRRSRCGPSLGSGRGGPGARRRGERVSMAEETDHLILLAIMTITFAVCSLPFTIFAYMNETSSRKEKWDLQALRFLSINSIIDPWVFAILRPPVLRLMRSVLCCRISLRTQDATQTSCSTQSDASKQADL
EP2 mod – EP2 receptor (human) modulation; P43116; EP2-expressing cells, cAMP HTRF FRET, PGE2 co-stimulation; induction, % at 25 µM; hit rate 0.83% among 260,000; AID 940;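 active = compounds whose cAMP rise, as percent of the full-agonist control response, exceeds 60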;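 note: rat C6 glioma line stably carrying human EP2 under a CMV promoter; the protocol text gives 20 µM as final concentration; 100% = response of wells given 1 µM PGE2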
Numbers without * were called inactive; . = no result given; & = joins results of further samples; [ ] = another dose, or the depositor's remark. Not all compounds are listed; rates above refer to the full screens.

[1] CCOc1ccc(NC(=O)CSc2nnc(-c3ccoc3C)n2CC2CCCO2)cc1 (stereo unspecified)
[2] COc1ccc(S(=O)(=O)NCc2ccco2)cc1-c1nnc2c3ccccc3c(C)nn12
[3] O=[N+]([O-])c1ccc(N2CCOCC2)cc1NCc1ccccc1
[4] CCOc1ccc2[nH]cc(S(=O)(=O)c3ccc(F)cc3)c(=O)c2c1
[5] Cn1c(C(C)(O)C(O)c2ccccc2)nc2ccccc21 (stereo unspecified)
[6] CCn1c(-c2nn(-c3ccc(C)cc3)ccc2=O)n[nH]c1=S
[7] Cc1[nH]c(=O)[nH]c(=O)c1CSc1nnc([C@@H](NC(=O)OC(C)(C)C)C(C)C)o1
[8] CCN1CCCC(OC(=O)Nc2ccccc2)C1 (stereo unspecified)
[9] O=C(NCc1ccc2c(c1)OCO2)C1CCCN1C(=O)Nc1cccc(F)c1 (stereo unspecified)
[10] O=C(NCCCN1CCOCC1)c1cc(-c2ccccc2)on1
Assay by compound	1	2	3	4	5	6	7	8	9	10
NPY2 pot ag	7	-37	-3	7	17	-4	-11	6	-14	7
NPY-Y1 antag	9	17	1	-4	-1	1	4	-2	2	-2
S1P4 ag	0.1	0.0	1.7	0.4	-0.8	3.3	0.1	-0.5	-0.4	-0.4
eIF4E 4G PPI	5	4	-2	1	88*[fluorescence artefact?]	-6	8	5[fluorescence artefact?]	1	-1
p97 inhibitor	-8	-5	0	3	5	-1	4	3	-1	10
NPY-Y1 PAM-ag	9	-83	-3	-5	22	-2	9	-10	-5	0
S1P4 antagonist	2	-13	-24	-15	-10	-3	10	-5	-2	10
PGE2 EP2 inh	14	5	11	7	5	14	9	6	2	27
EP2 mod	25	38	10	6	28	13	2	4	22	-2

[11] CC(C)(C)N(Cc1ccccc1)C(=O)c1ccc2c(c1)OCCO2
[12] CC(=O)c1cccc(-n2nnnc2SCC(=O)NNC(=O)C2CCCCC2)c1
[13] COc1ccccc1NC1=C(NC(C)=O)C(=O)c2ccccc2C1=O
[14] O=S(=O)(NCc1ccc(Cl)cc1Cl)c1ccc(N2CCOCC2)nc1
[15] CC(=O)Nc1cc(C(=O)OCC(=O)c2ccc(C)cc2)ccc1C
[16] CCCC/C(C)=N/NC(=O)CN(c1ccc(Br)cc1)S(=O)(=O)c1ccccc1
[17] CSc1nc(-c2ccccc2)nc(N2CCCC2)c1C(C)=O
[18] CC1=C(C(=O)OCC(C)C)C(c2ccsc2)C2=C(CCCC2=O)N1 (stereo unspecified)
[19] C(=N\Nc1ncnc2ccccc12)/c1ccccc1
[20] CC(=O)Nc1ccc(C2=NN(CC#N)C(=O)SC2)cc1
Assay by compound	11	12	13	14	15	16	17	18	19	20
NPY2 pot ag	0	-8	-9	-56	-8	1	13	-5	12	11
NPY-Y1 antag	0	3	-2	.	8	8	2	1	-5	5
S1P4 ag	3.1	0.9	0.5	2.0	2.0	-1.8	0.1	1.7	-0.9	2.1
eIF4E 4G PPI	-1[fluorescence artefact?]	-5	2	4	6	-3[fluorescence artefact?]	-2	1	-3	-9
p97 inhibitor	-1	0	-5	4	1	2	-1	2	-5	4
NPY-Y1 PAM-ag	5	-5	14	-12	1	12	-8	21	-2	2
S1P4 antagonist	2	11	-4	-19	-18	-5	1	-3	-11	-26
PGE2 EP2 inh	12	7	2	10	9	0	6	1	3	10
EP2 mod	21	-6	-30	16	11	54	60	20	-46	-15

[21] Cc1ccc(N=C/C(C(=O)C(F)(F)F)=C(\O)c2cccs2)cc1
[22] COc1cnc(-c2ccccc2)nc1Oc1ccc(C(C)(C)C)cc1
[23] Cc1[nH]c(=O)cc2ccccc12
[24] CCOC(=O)C1=C(C)NC(=O)NC1c1ccc(F)cc1 (stereo unspecified)
[25] CCC(=O)Nc1ccc(S(=O)(=O)NCc2ccco2)cc1
[26] CN1CCN(S(=O)(=O)c2ccc(N)cc2)CC1
[27] COCc1cc(Sc2c(Cl)cccc2Cl)nc(-c2ccccc2)n1
[28] COc1cc2cc(C(N)=O)c(N)nc2cc1OC
[29] C=CCN1C(=O)C(CC(=O)NCC)SC1=Nc1ccc(S(N)(=O)=O)cc1 (stereo unspecified)
[30] O=C(Nc1ccccc1)C1CCN(C(=O)c2ccc([N+](=O)[O-])cc2)CC1
Assay by compound	21	22	23	24	25	26	27	28	29	30
NPY2 pot ag	-7	1	-2	-16	-8	7	-8	2	-3	9
NPY-Y1 antag	4	17	-4	0	-1	3	8	0	-1	5
S1P4 ag	1.0	-0.9	-0.1	0.6	0.7	-1.6	-0.2	-0.6	-0.1	-0.6
eIF4E 4G PPI	-8	5	-17[fluorescence artefact?]	-2	3	-2	0	.	0	-3
p97 inhibitor	0	8	-2	3	3	6	-2	4	2	3
NPY-Y1 PAM-ag	26	2	-6	-20	27	-17	-15	19	-6	13
S1P4 antagonist	-12	-21	-3	-8	0	10	3	5	1	-9
PGE2 EP2 inh	11	8	6	5	12&3	16	5	.	.	5
EP2 mod	-3	55	12	26	1&9	-26	33	4	-3	-1

[31] O=C(NCC1CC1)c1ccc(Oc2cc(Cl)cc(Cl)c2)o1
[32] CCC(C)n1cnc2c(c1=O)c1nc3ccccc3nc1n2Cc1ccc(OC)cc1 (stereo unspecified)
[33] CN(C)CCCOC(=O)c1sc2ccccc2c1Cl
[34] COc1cc(/C=N/n2c(-c3ccc4c(c3)NC(=O)CO4)csc2=Nc2cccc(C)c2)ccc1O
[35] O=C(OCC(=O)N1CCc2ccccc2C1)c1cccnc1Cl
[36] OC(Cc1nc2ccccc2[nH]1)c1ccccc1Cl (stereo unspecified)
[37] CC(=O)Nc1ccc(NC(=O)CN(C)S(=O)(=O)c2ccc3nc(C)sc3c2)cc1
[38] COC(=O)COc1nc(C)c(Br)c(OC)n1
[39] C=CCOC(=O)C1=C(C)N(C)C(=O)NC1c1cc2c(cc1Br)OCO2 (stereo unspecified)
[40] CSc1nnc(Cn2c(=O)sc3ccccc32)n1-c1ccccc1C
Assay by compound	31	32	33	34	35	36	37	38	39	40
NPY2 pot ag	0	-5	-9	1	3	3	-2	-7	2	17
NPY-Y1 antag	.	6	11	-2	-4	8	0	-4	6	3
S1P4 ag	0.6	0.7	-1.9	1.0	0.7	1.6	-0.4	2.5	0.2	0.0
eIF4E 4G PPI	-1	-29	17	2	-6	0	0	0[fluorescence artefact?]	-8	4[fluorescence artefact?]
p97 inhibitor	2	1	5	8	-3	0	4	3	1	4
NPY-Y1 PAM-ag	12	-17	-29	-7	15	-3	21	-28	-3	2
S1P4 antagonist	7	-21	-15	-13	-19	-6	0	1	-33	-6
PGE2 EP2 inh	6	0	6	11	5	4	4	20	13	5
EP2 mod	-33	49	-1	3	-25	-36	-87	5	25	-10

[41] CCCC(=O)NNC(=O)CC(=O)Nc1ccccc1C(=O)O
[42] CC1(C)CC(=O)C=C(C(=O)N2CCCC(CCC(=O)NCc3ccccc3F)C2)O1 (stereo unspecified)
[43] Cc1ccccc1C(=O)NC(=S)Nc1ccc2[nH]c(=O)[nH]c2c1
[44] CCN1C(=O)/C(=C2/C=Cc3ccccc3N2CC)SC1=S
[45] COc1ccc(C2CCCN2C(=S)Nc2cccc(Cl)c2C)cc1OC (stereo unspecified)
[46] Cc1cccc(NC(=O)c2nc[nH]c2C(=O)Nc2cccc(C)c2)c1
[47] CCCNC(=O)CC(NS(=O)(=O)c1ccc(NC(C)=O)cc1)C(C)C (stereo unspecified)
[48] Cc1ccc(CNC(=O)COC(=O)Cn2nc(C)c([N+](=O)[O-])c2C)cc1
[49] CCOC(=O)CCP(=O)(O)C(O)c1ccccc1 (stereo unspecified)
[50] Cc1ccc(C(=S)N2CCN(Cc3ccccc3)CC2)cc1
Assay by compound	41	42	43	44	45	46	47	48	49	50
NPY2 pot ag	0	5	-8	33*	7	3	3	-5	9	3
NPY-Y1 antag	.	-6	-1	-6	-1	-1	-2	1	-4	-5
S1P4 ag	0.0	1.4	-0.1	1.3	1.5	0.8	0.7	0.1	0.2	-0.2
eIF4E 4G PPI	2	4	-1	7	3	-2	1	3	3	0
p97 inhibitor	1	1	-1	-1	-3	3	1	2	0	3
NPY-Y1 PAM-ag	-2	13	-9	35	13	3	11	11	-3	17
S1P4 antagonist	-2	-4	11	-2	-13	7	-1	2	13	12
PGE2 EP2 inh	6	3	6	5	7	10	7	5	6	6
EP2 mod	-4	21	-34	4	-27	18	-21	26	35	-18

[51] C=CCNCCOc1cccc(Br)c1
[52] Cc1cc(-c2n[nH]c(=S)o2)c(C)n1-c1ccccc1
[53] Cc1cc2c(C)nc(N/N=C/c3ccccc3)nc2o1
[54] O=C1CNC(=S)N1CCc1ccc(O)c(O)c1
[55] Cc1ccc(S(=O)(=O)NC(=O)c2cc(C)n(-c3ccc(N(C)C)cc3)c2C)cc1
[56] O=C(c1ccco1)N1CCN(CC(O)COc2ccc3oc4ccccc4c3c2)CC1 (stereo unspecified)
[57] Cc1ncc([N+](=O)[O-])n1CCOC(=O)NC(NCc1ccccc1)C(Cl)(Cl)Cl (stereo unspecified)
[58] CCOC(=O)C1=C(O)CSC1=Nc1cccc(Cl)c1
[59] CCOC(=O)Cc1cc(=O)[nH]c(=O)[nH]1
[60] Cc1ccc(C(O)CN2C3=NCCCN3c3ccccc32)cc1 (stereo unspecified)
[61] CCCCNC(=S)N/N=C/C1=CCC2CC1C2(C)C (stereo unspecified)
Assay by compound	51	52	53	54	55	56	57	58	59	60	61
NPY2 pot ag	0	-6	3	-21	4	9	7	-15	-22	-12	9
NPY-Y1 antag	10	-2	2	.	-4	-2	0	-3	0	10	1
S1P4 ag	0.1	-0.3	-1.4	-0.8	0.7	0.5	0.5	-1.4	0.0	1.1	-0.2
eIF4E 4G PPI	3[fluorescence artefact?]	5[fluorescence artefact?]	-8	-2	3	14	-4	-2	4	4	8
p97 inhibitor	4	9	-9	-2	-8	-3	-1	-3	0	-3	-1
NPY-Y1 PAM-ag	-22	12	0	-17	-18	8	18	-5	-17	-7	2
S1P4 antagonist	-16	-16	-2	8	-11	-8	-6	-1	9	2	14
PGE2 EP2 inh	6	4	7	5	3	8	14	7	5	5	5
EP2 mod	-33	34	-2	-23	23	-26	18	5	3	18	18

Looked up by structure from the entries so far (2):
[57] Cc1ncc([N+](=O)[O-])n1CCOC(=O)NC(NCc1ccccc1)C(Cl)(Cl)Cl (stereo unspecified)
[56] O=C(c1ccco1)N1CCN(CC(O)COc2ccc3oc4ccccc4c3c2)CC1 (stereo unspecified)
Assay by compound	57	56
NPY2 pot ag	7	9
NPY-Y1 antag	0	-2
S1P4 ag	0.5	0.5
eIF4E 4G PPI	-4	14
p97 inhibitor	-1	-3
NPY-Y1 PAM-ag	18	8
S1P4 antagonist	-6	-8
PGE2 EP2 inh	14	8
EP2 mod	18	-26

Entries shown so far that contain a thiophene ring, fused or not, in the order listed:
[18] CC1=C(C(=O)OCC(C)C)C(c2ccsc2)C2=C(CCCC2=O)N1 (stereo unspecified)
[21] Cc1ccc(N=C/C(C(=O)C(F)(F)F)=C(\O)c2cccs2)cc1
[33] CN(C)CCCOC(=O)c1sc2ccccc2c1Cl
Assay by compound	18	21	33
NPY2 pot ag	-5	-7	-9
NPY-Y1 antag	1	4	11
S1P4 ag	1.7	1.0	-1.9
eIF4E 4G PPI	1	-8	17
p97 inhibitor	2	0	5
NPY-Y1 PAM-ag	21	26	-29
S1P4 antagonist	-3	-12	-15
PGE2 EP2 inh	1	11	6
EP2 mod	20	-3	-1

Screening data: PubChem, several laboratories
